High-throughput results deposited in PubChem BioAssay by several laboratories.
PLAP inhibition: inhibition of human placental alkaline phosphatase – biochemical, luminescence, HTS (AID 690). purified PLAP, luminescent substrate; higher % means a stronger effect. one-dose inhibition, % at 20 µM; IC50 in µM for titrated hits. 96,000 tested, 0.08% active; in the data active means a potency from the dose series; inactive means the rest, 99 in 100 with inhibition below about 30%; further: strong numbers were not always called active
Bcl-B displacement: displacers of TR3 peptide from Bcl-B, primary screen, selectivity assay for Bfl-1 inhibitor project, biochemical, fluorescence polarization; AID 748; one-dose displacement, % at 20 µM; IC50 in µM for titrated hits; FP displacement of FITC-TR3 peptide from Bcl-B; higher % means a stronger effect; 96,000 tested, 0.11% active;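 active means displacement above 50% at 20 µM plus a fluorescence interference ratio under 1.5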;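 further: plate controls were wells without compound for no effect and wells lacking Bcl-B protein for full effect; a part of the inactive calls stands beside numbers as strong as those of hits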
MRP resist rev: compounds reversing MRP-mediated drug resistance; H69AR cells + 2 uM doxorubicin, CellTiter-Glo, 72 h; differential viability (reversal), % at 10 µM; 85,000 tested, 0.04% active; AID 602;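 active means viability drop by adding the cancer drug above about 55%, with treated viability meeting a 40% cutoff, limit read from the data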;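 further: viability without doxorubicin minus viability with 2 µM doxorubicin for each compound; larger differential means the compound sensitizes cells more to doxorubicin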
NFkB transloc inh: blocks IL-1B driven NFkB nuclear translocation in HUVEC cells; HUVEC IL-1B NFkB p65 nuclear translocation imaging; inhibition, % at 2 µM; 94,000 tested, 0.43% active;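 active means inhibition above about 30% together with a positive call from visual inspection of the well image, limit read from the data; inconclusive means inhibition above a set limit but visual check negative; inactive means inhibition not above a set limit, visual check negative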;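 further: nuclear over cytoplasmic p65 intensity ratio measured by imaging; 0% = IL-1B stimulated DMSO wells and 100% = unstimulated DMSO wells; values of inactives mirror those of a sister screen read the other way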
NFkB transloc pot: enhances IL-1B driven NFkB nuclear translocation; activation, % at 2 µM; 94,000 tested, 0.3% active; AID 819; HUVEC IL-1B NFkB p65 nuclear translocation imaging;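 active means activation above 40%, about the mean plus 3 SD, also judged a hit on visual image review; inconclusive means activation above 40% but not a hit on visual review; inactive means activation not above 40% and no visual hit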;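 further: percent activation is computed from the nuclear over cytoplasmic p65 intensity ratio; values of inactives mirror those of a sister screen read the other way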
MRP resist rev cytotoxicity: further read-out of MRP resist rev, marked with its call; viability, %; H69AR cells, CellTiter-Glo, 72 h; measured here: cytotoxicity without doxorubicin
MRP resist rev with doxorubicin: also measured in MRP resist rev; calls as there; viability, %; measured here: viability with 2 uM doxorubicin; active compounds read low
NFkB transloc inh cell count 2 µM: second read-out of NFkB transloc inh, no call of its own (marks repeat the call); cell count; measured here: cells passing quality filter;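 raw number of nuclei counted in each imaged well without normalization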
NFkB transloc pot cell count 2 µM: further read-out of NFkB transloc pot, marked with its call; cell count; measured here: cells passing quality filter
* marks the source's active call; other numbers are inactive results; ? = inconclusive; nt = no result given. These rows are one share of the data, so the mix of outcomes need not match the whole.

SMILES	PLAP inhibition	Bcl-B displacement	MRP resist rev	MRP resist rev cytotoxicity	MRP resist rev with doxorubicin	NFkB transloc inh	NFkB transloc inh cell count 2 µM	NFkB transloc pot	NFkB transloc pot cell count 2 µM
Cc1ccc(NCc2nnc(SCCN3CCCCC3)n2CC2CCCO2)c(C)c1 (stereo not drawn)	-76%	3%	12	100	88	-8	79	8	79
COc1cc(C(=O)Nc2nc3ccccc3s2)ccc1OCc1c(C)noc1C	-10%	-8%	-15	19	34	13	116	-13	116
CCN1C(=O)/C(=C2\SC(=S)N(CCCOC)C2=O)c2ccccc21	14%	1%	-16	31	48	-18	134	18	134
C/C(N)=C(/C#N)C(=O)CSc1nnc(-c2ccc3c(c2)OCO3)o1	-20%	9%	nt	nt	nt	-6	138	6	138
O=C(c1ccc2c(c1)OCO2)N(c1ccc(F)cc1)C1C=CS(=O)(=O)C1 (stereo not drawn)	-8%	1%	6	77	71	9	109	-9	109
O=C(Nc1nnc(-c2ccccc2)s1)c1ccc(Cl)c(S(=O)(=O)N2CCOCC2)c1	-22%	9%	-13	92	105	8	153	-8	153
CCCCS(=O)(=O)C(=C1Nc2ccccc2N1)S(=O)(=O)CCCC	-14%	-1%	16	94	79	5	201	-5	201
CCOc1ccc(-n2c(SCC(N)=O)nc3c(c2=O)SCC3)cc1	-4%	-1%	10	82	71	nt	nt	nt	nt
CC1=Nn2c(nnc2C2CCCCC2)SC1	4%	1%	-2	88	90	5	155	-5	155
c1ccc2c(CSCCc3ccncc3)cccc2c1	-16%	2%	-31	34	65	-6	119	6	119
COc1ccc(-c2nnc(-c3cc4c(ccc5ccccc54)oc3=O)o2)cc1	4%	4%	2	90	89	-5	151	5	151
O=C(CN(c1ccc(F)cc1)S(=O)(=O)c1ccccc1)NCc1ccco1	3%	-7%	-9	80	89	-26	200	26	200
COc1ccccc1N1CCN(C(=O)CN(Cc2ccccc2)S(C)(=O)=O)CC1	-54%	-2%	nt	nt	nt	-14	169	14	169
CC(=O)NC(C(=O)NCC(N)=O)C(C)C (stereo not drawn)	18%	1%	-5	99	104	-29	139	29	139
Cc1ccnc(NC(=O)c2ccc(NC(=O)c3ccco3)cc2)c1	-15%	4%	-13	78	90	-12	109	12	109
COc1ccc(S(=O)(=O)N2CN(Cc3ccco3)c3nc4ccccc4nc32)cc1	-35%	16%	-3	74	77	-6	171	6	171
CC(Oc1ccccc1)C(=O)Nc1ccccc1F (stereo not drawn)	17%	1%	7	97	91	17	144	-17	144
C/C(=N\NC(=O)Cc1cccn1C)c1cccc2ccccc12	-6%	-4%	2	83	81	-15	176	15	176
Cn1c(=O)c2c(nc(Br)n2CCSc2nnnn2-c2ccccc2)n(C)c1=O	-38%	-3%	10	91	81	-23	126	23	126
O=C(c1ccc2c(=O)n(C3CCCC3)c(=S)[nH]c2c1)N1CCc2ccccc21	-2%	0%	-3	57	61	8	172	-8	172
CC(C)c1[nH]nc2c1C(c1ccc(OC(=O)c3ccco3)cc1)C(C#N)=C(N)O2 (stereo not drawn)	1%	0%	nt	nt	nt	-12	82	12	82
CCOC(=O)N1CCN(C(=O)CSc2ncccn2)CC1	10%	-3%	17	101	83	2	34	0	34
COC(=O)c1ccccc1S(=O)(=O)N(CCCN1CCOCC1)Cc1cccs1	nt	nt	-4	76	80	20	95	-20	95
O=C(NC1CCCC1)C1CC(=O)N(CCc2ccccc2)C1 (stereo not drawn)	-2%	-9%	2	98	95	-5	128	5	128
CC(c1ccccn1)N(CCN(C)C)C(=S)Nc1ccccc1F (stereo not drawn)	-58%	-5%	17	117	100	3	163	-3	163
O=c1c2nnn(Cc3ccccc3)c2ncn1C/C=C/c1ccccc1	10%	3%	-8	76	84	nt	nt	nt	nt
COc1ccc(S(=O)(=O)N2CCN(C(=O)c3cccs3)CC2)cc1OC	3%	12%	-3	83	86	nt	nt	nt	nt
Cn1c(=O)[nH]c(=O)c2c1nc(N1CCOCC1)n2CC(O)COc1ccc2ccccc2c1 (stereo not drawn)	-59%	-5%	-30	43	72	-8	131	8	131
c1nnnn1C12CC3CC(CC(C3)C1)C2	-15%	nt	7	101	94	7	98	-7	98
CCOc1ccccc1NC(=O)Nc1cccc(C(C)=O)c1	15%	-5%	7	80	73	-9	105	9	105
CSc1c(-c2ccccc2)nc2ccc(Cl)cc2c1C(=O)O	-5%	-19%	nt	nt	nt	11	62	-11	62
CN(C)c1ccc(C(=S)N2CCOCC2)cc1Br	-3%	2%	10	82	73	-8	108	8	108
O=C(Nc1nc2ccccc2[nH]1)C1CC(=O)N(c2ccc3c(c2)OCCO3)C1 (stereo not drawn)	-193%	-3%	3	67	64	-3	204	3	204
Cc1snc2sc(C(=O)c3ccc(Br)cc3)c(N)c12	14%	-49%	-6	69	75	-11	184	11	184
COc1ccc2c(-c3ccccc3)cc(N3CCOCC3)nc2c1	-56%	-7%	-9	73	82	11	173	-11	173
CC(C)N(C(=O)CSc1nn2c(=O)c(C(C)(C)C)nnc2s1)c1ccccc1	-22%	1%	-8	14	22	1	82	-1	82
Cc1nn(C)c(Oc2ccc(Cl)cc2)c1C=O	0%	2%	nt	nt	nt	-7	104	7	104
Cn1c(C(=O)N2CCN(Cc3ccccc3)CC2)cc2c(=O)n(C)c3ccccc3c21	-48%	14%	-22	55	77	-17	214	17	214
CCC(=O)N(Cc1cc2c(C)cc(C)cc2[nH]c1=O)C1CCCCC1	-47%	7%	8	92	84	3	152	-3	152
Oc1[nH]c2ccccc2c1OCc1ccncc1	2%	4%	-4	103	107	-9	119	9	119
O=C1CCn2nc(-c3ccc(Cl)cc3)cc2N1	2%	-2%	4	95	91	nt	nt	nt	nt
CCn1c(CCCNC(=O)c2cccs2)nc2ccccc21	9%	4%	3	104	101	6	157	-6	157
CC(=O)Cc1nsc(NC(=O)c2cccs2)n1	-22%	7%	2	92	90	-4	137	4	137
CCn1c(COc2ccc3c(c2)CCCC3)nnc1SCC(=O)Nc1nccs1	0%	-3%	3	99	96	-35	115	35	115
CCCCCCc1cc2cc(-c3nnc(-c4ccccc4OC)o3)c(=O)oc2cc1O	0%	-208%	0	3	3	0	200	-1	200

The closing 2 compounds of the section before open the next one.
SMILES	PLAP inhibition	Bcl-B displacement	MRP resist rev	MRP resist rev cytotoxicity	MRP resist rev with doxorubicin	NFkB transloc inh	NFkB transloc inh cell count 2 µM	NFkB transloc pot	NFkB transloc pot cell count 2 µM
CCn1c(COc2ccc3c(c2)CCCC3)nnc1SCC(=O)Nc1nccs1	0%	-3%	3	99	96	-35	115	35	115
CCCCCCc1cc2cc(-c3nnc(-c4ccccc4OC)o3)c(=O)oc2cc1O	0%	-208%	0	3	3	0	200	-1	200
O=C(CCc1ccccc1)NC(NC(=S)Nc1ccc(Cl)cc1)C(Cl)(Cl)Cl (stereo not drawn)	10%	-3%	nt	nt	nt	-12	151	12	151
O=C(Cn1cnc2c(cnn2-c2ccccc2Cl)c1=O)N1CCc2ccccc21	-2%	5%	7	90	83	-31	137	31	137
COc1ccccc1NC(=O)N1CCN(c2ccc(F)cc2)CC1	nt	nt	24	93	69	4	71	-3	71
Nc1c(C(=O)Nc2ccccc2)sc2nc3c(c(-c4ccco4)c12)CCC3	6%	-15%	-9	89	98	-9	165	9	165
Cc1csc(NC(=O)C2CCCN2C(=O)OCC(C)C)n1 (stereo not drawn)	1%	16%	3	97	94	-3	126	3	126
COc1ccc(-c2ccc(=O)n(CC(=O)Nc3ccc(C(=O)NC4CC4)cc3)n2)cc1OC	-9%	-5%	0	94	94	-12	181	12	181
O=C(c1ccccc1)N1CCN(c2ccccc2F)CC1	15%	-5%	20	107	87	-4	129	4	129
Cn1cnc2c1c(=O)n(Cc1cccc(Br)c1)c(=O)n2C	-14%	-2%	5	90	84	24	94	-24	94
O=C(c1c[nH]c2ccc(F)cc2c1=O)N1CCCCCC1	nt	nt	9	104	95	5	112	-5	112
COC(=O)C1CCN(C(=O)c2ccccc2NC(C)=O)CC1	-20%	2%	1	95	94	10	92	-10	92
CC(NC(=O)OC(C)(C)C)C(=O)N1CCCC1C(=O)NC(Cc1ccccc1)C(N)=O (stereo not drawn)	-34%	-4%	1	95	94	2	141	-2	141
O=C(Nc1ccc(Cl)cc1Cl)C1=Cc2ccccc2OC1	19%	-3%	7	95	89	5	159	-5	159
CCOc1cc(NC(=O)c2ccco2)c(OCC)cc1NC(=O)CCC(=O)NCc1cccnc1	-61%	-6%	nt	nt	nt	0	170	0	170
Cc1cccc(OCCNC(=O)c2ccc(Oc3ccc(C(F)(F)F)cc3[N+](=O)[O-])cc2)c1	-1%	0%	nt	nt	nt	-15	190	15	190
CCOC(=O)C(C(=O)OCC)C(CC(=O)C1CC1)c1ccccc1 (stereo not drawn)	-13%	32%	6	91	85	-7	115	7	115
COC(=O)Nc1ccc2c(c1)ncn2C1CCCCC1	-7%	2%	-13	75	88	-21	125	21	125
O=C(CCCC(=O)N(CC(=O)NC1CCCC1)Cc1ccc(F)cc1)Nc1ccccn1	-72%	3%	22	102	80	-11	96	11	96
CC(C)(C)C1CCC2(CC1)NC(=S)N(c1ccccc1)N2 (stereo not drawn)	nt	nt	7	100	93	-26	178	26	178
CC(=O)c1c(N2CCN(c3ccccc3)CC2)nc(=S)n(-c2ccccc2)c1C	-38%	-3%	0	93	92	-9	194	9	194
N#C/C(=C/c1ccc(N2CCOCC2)c([N+](=O)[O-])c1)C(N)=O	28%	3%	-2	101	103	2	117	-1	117
CCCCN(C(=S)Nc1ccccc1)C1CCS(=O)(=O)C1 (stereo not drawn)	10%	-11%	nt	nt	nt	1	140	-1	140
COn1c(=O)c(=O)n(OC)c2ccccc21	3%	-7%	-3	97	100	-3	161	3	161
CCOc1ccc2nc(NS(C)(=O)=O)sc2c1	0%	1%	1	87	85	-20	161	20	161
O=c1c2ccccc2n(Cc2cccc(F)c2)c(=O)n1C1CCCC1	24%	2%	4	86	82	-2	180	2	180
O=C(CCc1ccc(S(=O)(=O)N2CCOCC2)cc1)Nc1ccc(N2CCOCC2)cc1	-27%	-5%	nt	nt	nt	-10	182	10	182
CCC(C(=O)N1CCc2cc(OC)c(OC)cc2C1)c1ccccc1 (stereo not drawn)	-58%	-16%	-5	83	88	4	122	-4	122
Cc1ccc(-c2nn3c(C)nnc3s2)cc1NC(=O)c1ccc(-c2ccc(Cl)cc2Cl)o1	-24%	-63%	-1	104	106	nt	nt	nt	nt
Cc1ccc2cc(CN(C(=O)c3ccco3)c3ccccc3)c(=O)[nH]c2c1	1%	0%	1	97	96	-44	130	?	nt
CN1CCN(Cc2c(O)c(Cl)cc3c(-c4ccccc4)cc(=O)oc23)CC1	-62%	4%	-2	99	101	13	117	-13	117
Cn1nc(C(F)(F)F)c2cc(C(=O)Nc3ccc(Cl)cc3)sc21	2%	-4%	nt	nt	nt	-8	175	8	175
CC(C)(C(=O)c1ccccc1)/[N+]([O-])=C/c1ccc(Br)cc1	nt	nt	nt	nt	nt	-4	139	4	139
COc1ccc(-c2csc(N(Cc3ccccc3)C(=O)COc3ccc(Cl)cc3)n2)cc1	-4%	2%	nt	nt	nt	15	179	-15	179
CC(C)CC(NC(=O)C1CCCN1C(=O)OC(C)(C)C)C(=O)NCC(N)=O (stereo not drawn)	-6%	-4%	0	92	92	-2	86	2	86
CCOC(=O)Cc1csc(NC(=O)CN(C)S(=O)(=O)c2cccc3cccnc23)n1	-36%	-4%	10	91	81	5	159	-5	159

Three compounds already listed, sorted by SMILES length, highest first:
SMILES	PLAP inhibition	Bcl-B displacement	MRP resist rev	MRP resist rev cytotoxicity	MRP resist rev with doxorubicin	NFkB transloc inh	NFkB transloc inh cell count 2 µM	NFkB transloc pot	NFkB transloc pot cell count 2 µM
COc1ccc(-c2csc(N(Cc3ccccc3)C(=O)COc3ccc(Cl)cc3)n2)cc1	-4%	2%	nt	nt	nt	15	179	-15	179
CN1CCN(Cc2c(O)c(Cl)cc3c(-c4ccccc4)cc(=O)oc23)CC1	-62%	4%	-2	99	101	13	117	-13	117
Cn1nc(C(F)(F)F)c2cc(C(=O)Nc3ccc(Cl)cc3)sc21	2%	-4%	nt	nt	nt	-8	175	8	175
